# rTrxR1 inhibitor – blocks rat thioredoxin reductase 1. actives 1% (n = 390,000). O89049. Potency, µM (doses to about 114 µM), for inactives: top-dose activity change, negative = inhibition, actives largely listed as inhibitors. recombinant rTrxR1, NADPH fluorescence consumption, selenite substrate; note: potency is the fitted concentration of half-maximal effect; % is set by controls: 0 for no effect and ±100 for the full control effect; nearly all actives have a fitted effect of over 65% in size
#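 Rat TrxR1 (90 nM in the dispensed reagent) was pre-reduced with 400 uM NADPH for 5 min at room temperature, then incubated with compound for 15 min. After 400 uM selenite was added, NADPH fluorescence (Ex 340/Em 450 nm) was followed for 8 min.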
# HP1b chromo inh – inhibitors of HP1-beta chromodomain binding to methylated histone tails. AlphaScreen HP1-beta / biotin-H3K9me3 peptide binding. Potency, µM (doses to about 114 µM), without a hit: top-dose activity change, negative = inhibition, most hits filed as inhibitors. actives 0.56% (n = 390,000). AID 540317; note: potency is the fitted concentration of half-maximal effect; nearly all actives have a fitted effect of over 70% in size; inactives centre near 23
# Target sequence (P83916 whole entry, looked up): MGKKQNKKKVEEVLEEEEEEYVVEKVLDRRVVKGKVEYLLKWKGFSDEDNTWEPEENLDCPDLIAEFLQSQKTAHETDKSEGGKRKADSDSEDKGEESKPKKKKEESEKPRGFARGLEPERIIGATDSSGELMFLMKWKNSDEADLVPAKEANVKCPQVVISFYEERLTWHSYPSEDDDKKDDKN
#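 HP1-beta protein (50 nM final) preincubated 30 min at room temperature with biotinylated H3(1-18)K9me3 peptide (50 nM) in PBS pH 7.4, 0.01% Tween-20, then compound added for 30 min. AlphaScreen streptavidin donor/nickel chelate acceptor beads (10 ug/mL final), 30 min dark, luminescence read.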
# USP1-UAF1 inh – blocks the human USP1/UAF1 deubiquitinase complex. O94782. recombinant USP1/UAF1, Ub-Rhodamine cleavage fluorescence. Potency, µM (doses to about 57.1 µM), for the others: at the top dose activity change, negative = inhibition, most hits filed as inhibitors. actives 0.23% (n = 390,000); note: potency is the fitted concentration of half-maximal effect; % is set by controls: 0 for no effect and ±100 for the full control effect; nearly all actives have a fitted effect of over 60% in size; inactives centre near -12
#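 High-throughput fluorogenic screen: 1nM USP1/UAF1 complex, Ub-Rho substrate 150nM final, 50mM HEPES pH 7.8 with 0.5mM EDTA, 0.1 mg/ml BSA, 1mM TCEP and 0.01% Tween-20.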
# PGK inhibitor – inhibitors of T. brucei phosphoglycerate kinase. P07378. Potency, µM (series often up to 57.5 µM), for inactives: at the top dose activity change, negative = inhibition, most hits filed as inhibitors. AID 602233. actives 0.043% (n = 380,000). PGK/GAPDH coupled, Kinase-Glo luminescence, 60 min; note: potency is the fitted concentration of half-maximal effect; % is set by controls: 0 for no effect and ±100 for the full control effect; nearly all actives have a fitted effect of over 60% in size
#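 Luminescent ATP detection (Kinase-Glo Plus) follows a 60-minute room-temperature incubation, with wells lacking PGK as controls. Buffer: 100 mM TEA (pH 7.6), 5 mM MgCl2, 0.01% Tween-20. Coupling enzyme GAPDH (100 nM final) supplies unstable 1,3-BPG in-well.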
# Pin1 inh – human Pin1 inhibition; Q13526; Pin1 FP peptide displacement, HiFluor488, 10 min; Potency, µM (titrated, usually from 115 µM), for the others: at the highest dose activity, negative = inhibition, usual class: inhibitors; actives 0.009% (n = 390,000); active = well fitted inhibition curve with a large enough effect in the polarisation, with a control signal flat, not every such curve was filed as active; inconclusive = small, poorly fitted or top-dose-only effect, or effect the other way, or a change in a side signal; inactive = no such curve, though single readings can be large or run the other way; the % refers to the polarisation; note: potency is the fitted concentration of half-maximal effect; % is set by controls: 0 for no effect and ±100 for the full control effect
# mIDH1 inhibitor – inhibitors of human mutant IDH1 R132H. O75874. IDH1-R132H enzyme, NADPH consumption, diaphorase/resazurin fluorescence. Potency, µM (top dose mostly 76.6 µM), for the others: at the highest dose activity change, negative = inhibition, usual class: inhibitors. actives 0.093% (n = 390,000); note: potency is the fitted concentration of half-maximal effect; % is set by controls: 0 for no effect and ±100 for the full control effect; nearly all actives have a fitted effect of over 65% in size
# Target sequence (O75874 whole entry R132H, stated change not applied): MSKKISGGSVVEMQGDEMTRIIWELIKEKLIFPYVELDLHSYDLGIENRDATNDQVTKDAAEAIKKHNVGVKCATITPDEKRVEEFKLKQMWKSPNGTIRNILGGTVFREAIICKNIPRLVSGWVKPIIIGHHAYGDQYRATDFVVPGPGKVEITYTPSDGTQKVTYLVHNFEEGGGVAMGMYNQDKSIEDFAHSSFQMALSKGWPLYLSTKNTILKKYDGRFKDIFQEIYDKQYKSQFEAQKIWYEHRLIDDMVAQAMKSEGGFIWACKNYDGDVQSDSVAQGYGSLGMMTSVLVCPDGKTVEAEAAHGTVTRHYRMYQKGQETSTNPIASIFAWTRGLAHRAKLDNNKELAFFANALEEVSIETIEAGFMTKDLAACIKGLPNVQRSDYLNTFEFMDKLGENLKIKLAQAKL
#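 IDH1-R132H (0.5 ug/mL dispensed) in pH 7.5 Tris buffer was preincubated 30 min with compound, then given a substrate mix of 0.016 mM NADPH and 2 mM alpha-KG for 80 min at room temperature; remaining NADPH was read by diaphorase/resazurin fluorescence.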
# TrxR1 substrate – rat thioredoxin reductase 1 substrate activity | Potency, µM (titrated, usually from 114 µM), without a hit: top-dose activity change, negative = substrate turnover | O89049 | purified TrxR1 substrate turnover, NADPH consumption readout | actives 0.01% (n = 390,000) | AID 588456; note: potency is the fitted concentration of half-maximal effect; % is set by controls: 0 for no effect and ±100 for the full control effect; nearly all actives have a fitted effect of over 50% in size
#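 Rat TrxR1, dispensed at 90 nM, was prereduced with 400 uM NADPH (final) for 5 min at ~22 deg C, then incubated with compound 15 min before 400 uM selenite. A first-read NADPH fluorescence drop versus no-compound background flagged substrates.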
# PI4K2A inh – PI4K2A (human) kinase inhibition; Q9BTU6; purified PI4K2A, ADP-Glo luminescence, 1 h; stronger effect = lower value; activity change, negative = inhibition, % at 76.9 µM; actives 0.13% (n = 420,000); AID 1346378; in the data active = activity change below about -50%; inconclusive = mostly about -30% to -49%;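 note: -100% = wells without enzyme as full effect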
# Target sequence (Q9BTU6 whole entry, looked up): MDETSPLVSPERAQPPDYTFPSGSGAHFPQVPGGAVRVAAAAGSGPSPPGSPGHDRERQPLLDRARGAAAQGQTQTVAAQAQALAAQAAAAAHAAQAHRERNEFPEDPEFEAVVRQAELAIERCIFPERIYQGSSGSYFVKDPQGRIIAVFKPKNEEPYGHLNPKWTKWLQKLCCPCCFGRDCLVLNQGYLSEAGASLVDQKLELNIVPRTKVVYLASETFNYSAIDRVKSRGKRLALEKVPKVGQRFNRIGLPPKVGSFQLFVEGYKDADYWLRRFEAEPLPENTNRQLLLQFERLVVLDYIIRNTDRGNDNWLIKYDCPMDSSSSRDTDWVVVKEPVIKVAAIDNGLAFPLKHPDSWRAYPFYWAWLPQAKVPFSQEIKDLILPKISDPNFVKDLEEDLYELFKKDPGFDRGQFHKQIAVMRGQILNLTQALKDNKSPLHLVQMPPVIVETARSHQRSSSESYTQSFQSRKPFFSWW
#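 ADP-Glo luminescence measured ADP generated by PI4K2A enzyme (4 ug/mL before mixing) with 1.2 mM PI substrate (pre-mix) and 300 microM ATP (pre-mix). Tris pH7.5 buffer with MgCl2, Triton X-100; 1 h reaction at ambient temperature.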
# GLS inh – blocks human kidney-isoform glutaminase activity; Potency, µM (doses to about 45.5 µM), inactives show at the highest dose activity change, negative = inhibition, usual class: inhibitors; O94925; actives 0.21% (n = 410,000); GLS enzymatic activity, qHTS titration; AID 624170; note: potency is the fitted concentration of half-maximal effect; % is set by controls: 0 for no effect and ±100 for the full control effect
#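 Glutamate formation by hKGA was monitored fluorometrically using coupled glutamate oxidase, HRP and Amplex Red. Substrate was added as 1 mM L-glutamine solution; incubation was 30 min at RT after an initial read.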
# * hit, by the source's call; i = inactive; ? = inconclusive; · = not tested or not shown; [ ] = another dose, or the depositor's remark. Unless noted, calls come from the whole dose curve; as a rule, active = well fitted curve in the direction sought with a large enough effect; inconclusive = small, poorly fitted or top-dose-only effect, or another doubt; inactive = no such curve, though single readings can be large; an effect the other way counts as inactive or inconclusive. An excerpt; the hit share may differ from the screen's.
SMILES,rTrxR1 inhibitor,HP1b chromo inh,USP1-UAF1 inh,PGK inhibitor,Pin1 inh,mIDH1 inhibitor,TrxR1 substrate,PI4K2A inh,GLS inh
COc1ccc(NS(=O)(=O)c2cc(C(=O)N3CCN(C(C)=O)CC3)ccc2Cl)cc1,23%[57.1 µM],20%,-14%,i,3%,0%,12%[57.1 µM],2,-6%
COc1c(S(=O)(=O)N2CCCCC2)ccc2c(S(=O)(=O)N3CCCCC3)cccc12,-1%,26%,-21%,-5%,-7%,8%,-11%,0,-7%
Cc1ccccc1NC(=O)COC(=O)c1c(-c2ccccc2)noc1C,1%,23%,-27%,-1%,1%,-4%,-4%,12,-1%
CN1C(=O)CC(C(=O)O)SC1=Nc1cc(Cl)cc(Cl)c1 (centres undefined),10%,30%,1%,-1%,0%,-4%,1%,3,17%
CC1(C)CC(=O)C=C(c2ccc(-c3ccc(OC(F)(F)F)cc3)cc2)C1=O,·,·,-21%,-4%,·,2%,·,-2,-2%
COc1ccc(C(=O)Nc2ccc(C(=O)NCC3CCCO3)cc2)c(OC)c1OC (centres undefined),8%[57.1 µM],10%,-15%,-7%,0%,26%,-8%,5,4%
CC(=O)Nc1ccc(S(=O)(=O)Nc2nccc(C)n2)cc1,6%,19%,6%,-3%,?,10%,-7%,-5,-1%
FC(F)(F)c1ccc(-c2cccc3c2C2CC3CCN2Cc2ccccc2)cc1 (centres undefined),6%,33%,-9%,7%,7%,0%[38.3 µM],-3%,3,6%
Cc1ccc(N2C(=O)c3ccc(C(=O)N4CCN(c5ccccc5F)CC4)cc3C2=O)cc1,41%,2%,-6%,4%,?,2%,-2%[57.1 µM],0,1%
Cc1cccc(NC(=O)COn2nnc3ccc(S(C)(=O)=O)cc32)c1,3%[57.1 µM],34%,-5%,5%,0%,-7%,5%[57.1 µM],4,2%
Cc1ccc(-c2nnn(CC(=O)N(c3ccccc3)C(C(=O)NC3CCCC3)c3ccncc3)n2)o1 (centres undefined),10%,9%,-8%,-6%,-2%,-6%,9%[0.0914 µM],-3,2%
COc1ccc(N(C(=O)C2CCCCC2)S(=O)(=O)c2cccc3cccnc23)cc1,-4%[57.1 µM],4%,-18%,-3%,11%,-1%,-9%[57.1 µM],5,0%
O=[N+]([O-])c1ccccc1OCc1nc(-c2cccs2)no1,23%[57.1 µM],15%,-18%,-5%,-1%,-1%,-4%[57.1 µM],-1,48%[activator]
COc1ccc(CNC(=O)Cn2c(=O)nc(-c3ccccc3F)c3cc(Cl)ccc32)cc1,1%[57.1 µM],26%,-9%,5%,13%,-9%,0%[57.1 µM],4,-8%
COC(=O)c1cccc(NC(=O)c2cccc(N3C(=O)CCC3=O)c2)c1,15%,43%[activator],-20%,-7%,10%,-5%,1%,-1,0%
Cc1ccc(-c2csc(NC(=O)Cn3cnc4c3c(=O)n(C)c(=O)n4C)n2)cc1C,-7%,-4%,-6%,i,3%,4%,-9%,5,10%
OCC1(Cc2ccccc2)CCN(Cc2ccc(C(F)(F)F)cc2)CC1,10%,50%[activator],-21%,i,6%,19%,-1%,3,-3%
CN(C(=O)CSc1nc(O)cc(=O)n1-c1ccccc1F)c1ccccc1,13%,35%,-22%,i,2%,2%,1%,-6,2%
Cc1onc2c(=O)n(-c3ccccc3)nc(-c3ccccc3)c12,6%[57.1 µM],-5%,-15%,-3%,1%,0%,7%[57.1 µM],-20,1%
C[C@@H]1CN([C@@H](C)CO)C(=O)CCCn2nncc2CO[C@H]1CN(C)S(=O)(=O)c1cn(C)cn1,·,·,-21%,i,·,12%,·,0,-5%
C#CC[N+](C)(C)C(C#Cc1ccccc1)CC=C (centres undefined),-15%,24%,-1%,-4%,1%,1%,-6%,1,9%
Cc1cccc(C(=O)N[C@H](C(=O)Nc2nc3ccc(S(C)(=O)=O)cc3s2)C(C)C)c1,-4%,9%,-2%,3%,7%,4%,-9%,-2,5%
COCCN(Cc1nc2ccccc2c(=O)[nH]1)C(=O)COc1cccc(C(C)=O)c1,23%,31%[activator],-6%,-2%,-2%,8%,0%,2,-4%
O=C(NCc1ccco1)c1cnc2n(c1=O)CCS2,-4%,25%,0%,-1%,-4%,0%,-1%[57.1 µM],-3,0%
O=C(c1cc2nc(-c3ccc(F)cc3)cc(C(F)(F)F)n2n1)N1CCCCC1c1cccnc1 (centres undefined),4%[57.1 µM],21%,-19%,-5%,-2%,?,6%[57.1 µM],4,7%
Cc1ccc(Cl)cc1N1CCN(C(=O)c2cccn2-c2nnc(N3CCCC3)s2)CC1,11%[57.1 µM],11%,-10%,6%,-1%,7%,1%[57.1 µM],4,-1%
Cc1c(Cl)cccc1NC(=O)Nc1ccccc1C(N)=O,15%,69%[activator],-13%,·,-3%,7%,4%,12,-11%
O=C(NNC(=O)c1ccco1)c1csc(N2CCOCC2)n1,6%,37%,-18%,5%,-2%,3%,4%,0,-4%
COc1cc(C(=O)OCc2cc(=O)n3nc(C(C)C)sc3n2)cc(OC)c1OC,5%[57.1 µM],?,-26%,-5%,0%,23%,-4%[57.1 µM],-2,-8%
Nc1cc(N)nc(SCC(=O)Nc2ccc(Br)cc2Cl)n1,23%[57.1 µM],-23%,-7%,-5%,-4%,2%,13%[57.1 µM],-10,14%
O=C(Cc1ccc(NC(=O)N2CCCCc3ccccc32)cc1)Nc1ccccc1Br,6%[57.1 µM],26%,-3%,i,16%,-6%,-3%[57.1 µM],-3,3%
CCOc1ccc(NC(=O)C2CCCN(S(=O)(=O)c3ccc(-n4cnnn4)cc3)C2)cc1 (centres undefined),14%[57.1 µM],10%,3%,-9%,1%,-4%,7%[57.1 µM],-5,-1%
CCN(Cc1ccccc1)S(=O)(=O)c1c(C)n(C)c(=O)n(C)c1=O,14%,26%,-17%,3%,0%,2%,7%,1,-2%
COC(=O)CN1C(=O)[C@@H]2[C@H](C1=O)[C@@H]1CC(C(=O)OC)=C[C@@H](C(=O)OC)[C@@H]3C1=C(C(=O)[C@@]3(C)NC(=O)c1ccccc1)[C@@H]2C,14%,31%,-13%,i,?,4%,5%,-1,7%
O=C(Nc1ccc2nc3n(c(=O)c2c1)CCCCC3)c1ccccc1Cl,2%,27%,-21%,1%,3%,-8%,0%,-3,2%
COc1cccc(-n2c(=O)[nH]cc(C(=O)Nc3ccc4c(c3)OCCO4)c2=O)c1,2%,60%,-18%,i,-1%,14%,6%,2,4%
Cc1cc(C)cc(NC(=O)CSc2nc(=O)n(CCN3CCOCC3)c3c2CCCC3)c1,17%,15%,-20%,-2%,-1%,-2%,5%,-5,1%
Cc1ccsc1C(=O)NNC(=O)Nc1ccc(Cl)c(Cl)c1,14%,-17%,-7%,0%,?,-1%,1%,7,-11%
NS(=O)(=O)c1cccc(NC(=O)COC(=O)c2cc(-c3ccc(Cl)cc3)nc3ccccc23)c1,27%,11%,-18%,-13%,29%,-4%,4%,-1,-3%
Cc1ccc(S(=O)(=O)NNC(=O)C23CCC(CC2)C3)cc1,·,·,-19%,i,·,11%,·,-3,13%
O=C(CCc1[nH]c2ccccc2c1Sc1ccccc1)N(CCO)CCO,9%[57.1 µM],-2%,-17%,-5%,-7%,10%,9%[57.1 µM],0,-13%
O=C(CN1CCCC1)N/N=C/c1ccc(-c2cccc(Cl)c2)o1,10%,0%,-29%,-1%,0%,4%,7%,-6,-10%
CC1=C(C(=O)Nc2ccc(Cl)cc2)C(C(C)C)n2nc(SCc3cccc(C)c3)nc2N1 (centres undefined),27%,34%,-23%,-4%,9%,-8%,25%,-1,1%
CCCCN(C)Cc1c(C)[nH]c2ccc(Cl)cc2c1=O,22%,23%,-2%,-9%,2%,0%,6%,-4,24%
CCn1cc(C(=O)O)c(=O)c2cc(Br)ccc21,1%[57.1 µM],14%,-14%,4%,?,-8%,-2%[57.1 µM],-3,0%
CCOC(=O)C(c1ccccc1)C(Nc1cc(C(F)(F)F)cc(C(F)(F)F)c1)c1ccccn1 (centres undefined),9%[57.1 µM],5%,-10%,-11%,-9%,-2%,10%[57.1 µM],4,34%
COc1ccc(-n2c(=O)c3ccccc3n(CC(=O)NCC3CCCO3)c2=O)cc1 (centres undefined),5%[57.1 µM],-12%,-17%,-1%,?,1%,-2%[57.1 µM],3,-14%
Cc1nc2ncnn2c(C)c1CCC(=O)Nc1ccc(S(=O)(=O)N2CCCCCC2)cc1,9%,11%,-16%,-3%,-8%,-4%,0%,3,0%
Clc1ccccc1-c1cc(COc2ccc3ccccc3c2)no1,11%,210%[activator],-8%,-2%,7%,-2%,2%,0,0%
O=S1(=O)CCOC[C@H](CC2CCCCC2)N1Cc1ccc(F)cc1,-1%[57.1 µM],48%[activator],-30%,0%,0%,-6%,1%[57.1 µM],0,2%
Cc1cccc(C)c1OCC(=O)Nc1cc(Cl)ccc1-n1cncn1,7%,22%,-16%,6%,-4%,-1%,-3%,-4,1%
Cc1ccc(Cl)cc1NC(=O)c1cc(CN2CCCC2)on1,15%[57.1 µM],24%,-17%,-8%,-8%,-8%,0%[57.1 µM],-4,7%

# Assay outcomes deposited in PubChem by National Center for Advancing Translational Sciences (NCATS).
